RTF Ca sens inh: cardiac RTF calcium sensitivity inhibitors, primary screen, biochemical, IANBD-TnC fluorescence, EC70 calcium; inhibition, % at 7.15 µM; IANBD-labeled cardiac RTF, Ca2+ fluorescence; 340,000 tested, 0.12% active; AID 493244, 2011;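 active = inhibition above the mean inhibition of all tested compounds plus 3 SD, cut at about 17% in these data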;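 note: assay run at fixed EC70 calcium of 1.6 mM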
PKA-R2B act: activators of PKA-R2B holoenzyme, primary screen, biochemical, fluorescence polarization, Cy5-IP20, human. 340,000 tested, 0.079% active. activation, % at 11.4 µM. AID 504700, 2011. cAMP-dependent protein kinase catalytic subunit beta (Homo sapiens) + cAMP-dependent …. PKA-R2B holoenzyme dissociation; R2B truncated from residue 108, S112A mutant; 0% DMSO only, 100% 113 µM cGMP;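 active = activation above a cutoff set at the mean over all compounds plus 3 SD, cut at about 18% in these data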;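 note: higher means more holoenzyme dissociation and a rise in polarization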
Target sequence (P31323 whole entry, looked up, other chains not shown, the tested form may be a part): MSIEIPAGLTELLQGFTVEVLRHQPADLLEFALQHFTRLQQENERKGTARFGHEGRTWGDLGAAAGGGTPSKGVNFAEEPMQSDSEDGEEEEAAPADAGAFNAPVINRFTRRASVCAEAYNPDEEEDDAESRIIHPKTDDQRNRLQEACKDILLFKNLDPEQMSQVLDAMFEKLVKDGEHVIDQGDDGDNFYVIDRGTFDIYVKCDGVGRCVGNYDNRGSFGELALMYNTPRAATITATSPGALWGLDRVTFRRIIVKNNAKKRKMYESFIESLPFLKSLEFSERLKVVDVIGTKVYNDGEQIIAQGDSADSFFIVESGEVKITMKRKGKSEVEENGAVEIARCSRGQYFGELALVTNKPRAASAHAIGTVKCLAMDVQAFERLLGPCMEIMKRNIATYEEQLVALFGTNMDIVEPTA
DAGLB inh: DAGLB lipase inhibitors, primary screen, biochemical, fluorescence, HTS | 340,000 tested, 0.059% active | HEK293T DAGLB membrane lysate, EnzChek fluorogenic substrate | inhibition, % at 5.17 µM; in the data active = inhibition above about 34%;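 note: 0% = enzyme with vehicle and 100% = wells lacking enzyme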
Target sequence (Q8NCG7 whole entry, looked up): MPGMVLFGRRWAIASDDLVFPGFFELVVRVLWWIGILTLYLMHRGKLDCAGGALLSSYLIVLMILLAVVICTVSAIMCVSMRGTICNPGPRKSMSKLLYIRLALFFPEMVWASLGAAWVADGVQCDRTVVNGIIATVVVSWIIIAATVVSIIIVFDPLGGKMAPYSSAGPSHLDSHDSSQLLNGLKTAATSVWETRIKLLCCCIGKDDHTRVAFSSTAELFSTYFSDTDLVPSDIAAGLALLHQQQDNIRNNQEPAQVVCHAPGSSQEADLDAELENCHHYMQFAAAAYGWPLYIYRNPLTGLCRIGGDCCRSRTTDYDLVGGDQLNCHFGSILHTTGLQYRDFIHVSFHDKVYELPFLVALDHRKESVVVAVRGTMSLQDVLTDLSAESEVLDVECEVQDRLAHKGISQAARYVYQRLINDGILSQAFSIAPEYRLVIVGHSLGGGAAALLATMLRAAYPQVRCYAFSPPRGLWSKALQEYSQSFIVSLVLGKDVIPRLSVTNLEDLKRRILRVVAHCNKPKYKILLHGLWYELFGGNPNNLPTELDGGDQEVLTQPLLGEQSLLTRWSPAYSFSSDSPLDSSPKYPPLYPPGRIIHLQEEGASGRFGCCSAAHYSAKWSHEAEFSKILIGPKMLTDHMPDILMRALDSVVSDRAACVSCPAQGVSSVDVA
Rtt109 HAT inh: inhibitors of C. albicans Rtt109/Vps75 HAT, primary screen, biochemical, ThioGlo CoA-SH fluorescence, plate reader; Histone acetyltransferase RTT109 (Candida albicans (strain SC5314 / ATCC MYA-2876)), …; purified Rtt109/Vps75, 4 h; inhibition, % at 34.9 µM; 330,000 tested, 0.16% active;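 active = inhibition of at least 50% in every replicate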
CAL PDZ FP-1: untagged CAL PDZ binding inhibitors, primary screen, biochemical, fluorescence polarization, HTS | purified CAL PDZ, TMR-peptide fluorescence polarization, 1 h | inhibition, % at 24.9 µM | 300,000 tested, 0.92% active | AID 602252, 2012;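 active = mean inhibition of at least 30% with at least half of replicates also reaching 30%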;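 note: 0% = DMSO neutral control and 100% = excess unlabeled competitor peptide PRC23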
LANA DNA inh: inhibitors of KSHV C-LANA binding to DNA, primary screen, biochemical, fluorescence polarization, FAM-LBS DNA, MBP-C-LANA, single point; Kaposi's sarcoma herpesvirus LANA C-terminal domain (residues 932-1162) DNA binding; inhibition, % at 9 µM; 340,000 tested, 0.078% active; AID 504423, 2011;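 active = highest replicate inhibition at or above 60% at 9 µM, even if other replicates fall short; inactive = all replicates below 60% inhibition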;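 note: 0% = neutral control wells and 100% = 4 µM acridine orange control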
Keap1-Nrf2 PPI: Keap1-Nrf2 protein-protein interaction inhibitors, primary screen, biochemical, fluorescence polarization, single point; Kelch-like ECH-associated protein 1 (Homo sapiens), Q14145; Keap1 Kelch-Nrf2 peptide fluorescence polarization, 1536-well; inhibition, % at 9.4 µM; 340,000 tested, 0.15% active; AID 504523, 2011; in the data active = inhibition above about 12%;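 note: human Keap1 Kelch domain with fluorescein labeled Nrf2 9mer peptide probe; 0% = neutral control wells and 100% = peptide positive control; higher means more block of Keap1 binding to Nrf2 peptide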
SR-BI DiI-HDL act: activators of SR-BI mediated DiI-HDL uptake, primary screen, ldlA[mSR-BI] CHO cells, DiI fluorescence; 3 h; 100 = double the neutral-control signal; activation, % at 12.5 µM; 320,000 tested, 0.096% active;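 active = mean replicate activation of at least 60% and every replicate at or above 60%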;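 note: 0% = median plate neutral-control signal and 100% = twice that signal; values of inactives mirror those of a sister screen read the other way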
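Assay system: CHO ldlA[mSR-BI] cells, LDL receptor-null, SR-BI overexpressing; medium: Ham's F12 with 0.5% BSA, HEPES 25 mM, pH 7.4; also added: DiI-HDL 10 µg/mL; timing: 3 h uptake period with compound, 37 °C; signal: DiI fluorescence, bottom read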
cardiac RTF act: cardiac RTF calcium sensitivity activators, primary screen, biochemical, IANBD-TnC fluorescence, EC20 calcium. activation, % at 7.2 µM. AID 493008, 2010. 340,000 tested, 0.24% active. Troponin I, cardiac muscle (Homo sapiens) + Troponin T, cardiac muscle (Homo sapiens) + …. IANBD-labeled TnC RTF fluorescence at EC20 calcium; 0% EC20 calcium, 100% full calcium;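 active = activation above the mean over all tested compounds plus 3 SD, cut at about 30% in these data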;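 note: rise in fluorescence read as greater calcium sensitivity of cardiac thin filaments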
CAL PDZ FP-2: CAL PDZ peptide-binding inhibitors, primary screen, biochemical, fluorescence polarization, Cer-tagged CAL PDZ, HTS; Golgi-associated PDZ and coiled-coil motif-containing protein (Homo sapiens), Q9HD26; purified CAL PDZ, TMR-peptide fluorescence polarization, 1 h; inhibition, % at 20 µM; 330,000 tested, 0.02% active; AID 504414, 2011;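 active = highest replicate inhibition of at least 40%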;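 note: plate controls were DMSO neutral control wells for no effect and unlabeled competitor peptide control wells for full effect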
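Material: tagged CAL PDZ domain; buffer or medium: 25 mM sodium phosphate pH 7.4, 150 mM NaCl, TCEP, IgG, Thesit; compound dosing: single point, 20 µM; schedule: 1 h incubation at room temperature before polarization reading; measured by: FP readout, S and P plane fluorescence; read-out basis: percent inhibition from loss of millipolarization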
Active calls of the source: *; nt = not tested or not shown.

DAGLB inh	LANA DNA inh	PKA-R2B act	RTF Ca sens inh	SR-BI DiI-HDL act	CAL PDZ FP-1	cardiac RTF act	CAL PDZ FP-2	Keap1-Nrf2 PPI	Rtt109 HAT inh	compound
-0.6	3.3	-7.3	-4.4	-3.9	-1.5	-2.8	0.1	2.8	0.8	COCCN1C(=O)N(c2cccc(OC)c2)C(=O)C1CC(=O)Nc1cccc(F)c1 (centres undefined)
-1.7	1.2	-9.9	-10.7	5.1	1.3	2.9	-1.0	-0.3	0.2	CCCOC(=S)Nc1ccccc1
-1.5	0.2	-0.5	0.3	-7.5	-6.5	-4.6	-1.6	-2.2	0.2	COc1cccc(OC)c1C(=O)Nc1ccc(Br)c(C(=O)c2ccccc2)c1
0.8	0.5	-10.1	-8.5	-12.2	nt	-0.2	-0.1	-2.5	-11.8	N#Cc1c2ccc(OCC(N)=O)cc2n2ccccc12
-1.7	1.1	-9.7	-8.0	-35.3	0.0	10.8	-2.4	-4.1	2.1	Cc1ccc(O)c(NC(=O)CSc2n[nH]c(C)c2[N+](=O)[O-])c1
-1.9	1.1	14.9	-6.1	-6.4	-1.7	-5.6	-0.8	-2.6	4.2	CCOc1ccccc1CN1CCCC(C(=O)c2ccc(OC)c(OC)c2)C1 (centres undefined)
4.5	-2.9	-2.4	-8.1	10.9	7.0	-5.0	1.2	6.5	-9.8	O=[N+]([O-])c1c(Nc2cccc(O)c2)cc(Cl)c2nonc12
-1.6	-0.7	-1.1	2.9	2.8	nt	0.9	-0.3	-0.1	9.8	NC(=O)c1nsnc1-c1ccccc1O
-0.6	1.6	-3.0	0.4	-40.6	-4.1	0.5	-1.6	1.4	11.5	COc1ccc(NC(=O)c2cccc(S(=O)(=O)N3CCCCC3)c2)c(OC)c1
-1.0	-0.4	8.5	-2.8	-2.5	nt	3.1	0.5	0.3	11.5	CCC1(c2ccccc2)NC(=S)N(c2ccc(C)cc2)N1 (centres undefined)
0.0	3.1	-6.6	1.2	nt	nt	-2.9	-1.6	-2.5	-4.3	COc1ccc(N(CC(=O)NCC2CCCO2)S(=O)(=O)c2ccccc2)cc1OC (centres undefined)
1.7	7.3	2.9	-0.3	-4.2	12.8	6.5	-0.1	-6.3	-2.6	COCc1nnc(NC(=O)c2ccco2)s1
-0.2	-1.2	-4.1	-4.9	13.9	-3.4	5.4	-0.6	-2.4	4.1	Cc1cc(=O)[nH]c(SCc2ccc(Cl)cc2Cl)n1
-1.2	0.5	-16.4	-3.6	10.5	-3.0	0.3	-2.3	-4.5	-2.5	CCCCOC(=O)C(C)Sc1n[nH]c(=O)[nH]c1=O (centres undefined)
-3.3	0.3	8.4	6.2	-32.5	-3.7	1.0	-0.2	-0.2	4.5	C/C(=N\NC(=O)c1ccn(C)n1)c1ccc(NC(=O)C2CCCC2)cc1
-3.7	-2.6	12.3	6.6	11.3	104.7*	0.1	-0.4	2.3	0.4	CC(=O)Nc1ccc(NC(=O)COC(=O)COc2ccc3ccccc3c2)cc1

No new results follow: entries from further up.
DAGLB inh	LANA DNA inh	PKA-R2B act	RTF Ca sens inh	SR-BI DiI-HDL act	CAL PDZ FP-1	cardiac RTF act	CAL PDZ FP-2	Keap1-Nrf2 PPI	Rtt109 HAT inh	compound
-0.2	-1.2	-4.1	-4.9	13.9	-3.4	5.4	-0.6	-2.4	4.1	Cc1cc(=O)[nH]c(SCc2ccc(Cl)cc2Cl)n1
-1.2	0.5	-16.4	-3.6	10.5	-3.0	0.3	-2.3	-4.5	-2.5	CCCCOC(=O)C(C)Sc1n[nH]c(=O)[nH]c1=O (centres undefined)
-3.3	0.3	8.4	6.2	-32.5	-3.7	1.0	-0.2	-0.2	4.5	C/C(=N\NC(=O)c1ccn(C)n1)c1ccc(NC(=O)C2CCCC2)cc1
-3.7	-2.6	12.3	6.6	11.3	104.7*	0.1	-0.4	2.3	0.4	CC(=O)Nc1ccc(NC(=O)COC(=O)COc2ccc3ccccc3c2)cc1

The listing continues:
DAGLB inh	LANA DNA inh	PKA-R2B act	RTF Ca sens inh	SR-BI DiI-HDL act	CAL PDZ FP-1	cardiac RTF act	CAL PDZ FP-2	Keap1-Nrf2 PPI	Rtt109 HAT inh	compound
-2.4	-1.0	-2.9	9.1	14.0	-3.9	-6.8	-1.6	-7.6	-0.7	CCOc1ccc(CNC(=S)NCc2ccc(OCC)cc2)cc1
0.8	-0.9	7.6	8.3	27.3	0.1	2.7	-0.7	0.7	-1.7	CCCCOc1ccccc1NC(=O)c1ccc(=O)[nH]c1
0.6	0.0	-2.9	-7.5	1.8	-0.1	3.5	-2.1	1.0	0.8	O=S(=O)(Nc1ccccc1O)c1cccc2cccnc12
1.3	-0.8	-0.4	10.3	39.1	-2.9	0.5	-1.0	1.7	3.4	CNCCC=C1c2ccccc2CCc2ccccc21
-1.4	0.8	-14.3	-3.3	-13.3	-2.5	-1.1	0.5	3.6	-1.6	CCN(C[C@H]1N[C@@](CC)(C(=O)OC)[C@H]2C(=O)N(C)C(=O)[C@@H]12)C(=O)c1ccc(C(C)(C)C)cc1
-0.4	2.0	-4.0	-12.1	8.0	-1.2	7.3	-0.9	-1.5	-5.3	COCCNC(=O)CC(=O)N/N=C/c1ccc(C(=O)OC)cc1
1.0	0.3	-2.8	-14.6	-64.1	4.9	2.2	-0.3	-0.2	3.2	COCc1cc(C)nc(SCC[N+](C)(C)CC(=O)c2ccc(Br)cc2)c1C#N
-7.3	0.9	2.3	-7.9	-3.6	-3.9	7.6	0.7	0.7	2.2	CCOC(=O)N1CCC(NS(=O)(=O)c2ccc3c(c2)oc(=O)n3C)CC1
2.6	0.9	7.8	-6.1	20.5	nt	2.0	-5.7	2.0	-8.0	Cc1ccc(NC(=O)CSc2nc3[nH]ncc3c(=O)[nH]2)cc1Cl
16.1	87.9*	2.4	-1.5	-16.2	0.7	-3.0	0.8	6.9	-5.0	CCOc1ccc(Nc2ccc(N)c(S(=O)(=O)O)c2)cc1
-1.8	1.5	-8.4	-5.2	-2.7	0.4	-7.9	-2.5	-4.0	0.8	COc1ccc(NC(=O)CN(C)C(=O)Cn2cnc3c2c(=O)n(C)c(=O)n3C)cc1
1.6	2.9	-0.8	-1.1	28.3	nt	-3.4	-0.1	-15.5	18.8	CC(=O)OCC1=C(C(=O)O)N2C(=O)C(NC(=O)COc3ccc(F)cc3)C2SC1 (centres undefined)
-0.3	0.5	-7.2	-9.1	29.3	-3.4	14.0	-1.6	-5.7	-20.3	O=C(CN1C(=O)NC2(CCCC2)C1=O)NNC(=O)c1ccccc1
0.7	-0.5	-17.2	7.4	-39.7	0.4	-3.4	-0.9	-6.0	-3.7	CCOc1ccc(N/C(SCc2cccc([N+](=O)[O-])c2)=C(/C#N)C(N)=O)cc1
1.7	0.8	-7.0	-5.6	-6.6	-4.1	-0.8	-1.2	2.4	-16.1	N#Cc1cc2ccccc2nc1SCC(=O)NC1CC1
3.0	0.2	12.0	-1.7	-38.9	0.7	1.7	0.6	1.5	6.3	Cn1cccc1-c1nc2ccc(NC(=O)c3cccs3)cc2[nH]1
-0.6	0.4	-2.8	-3.9	25.9	-2.9	3.3	-2.7	-4.9	-0.1	Cc1n[nH]c(=O)nc1NCCc1ccccc1
27.1	0.3	-2.8	2.7	-70.7	-2.1	-3.0	-2.7	-2.7	13.2	NC(=S)n1[nH]c(-c2ccc([N+](=O)[O-])cc2)c(N=Nc2cccc(Cl)c2)c1=O
1.0	2.6	2.3	-2.7	-10.2	-2.1	-1.3	-0.8	0.1	12.5	COc1ccc(S(=O)(=O)Nc2c(NC3CCCCC3)c3ccccc3oc2=O)cc1
2.1	11.4	-3.2	-2.6	18.5	-2.1	4.9	0.6	8.4	-5.5	O=C(NNc1ccc(F)cc1F)c1c(F)cccc1Cl
2.3	-0.2	-8.5	4.7	4.0	-4.1	-6.1	-2.8	-4.0	36.1	Cc1ccc(Cl)cc1N1CCN(S(=O)(=O)c2c(C)[nH]c(C)c2C(=O)N2CCCCC2)CC1
-0.4	0.4	-2.5	2.9	8.5	-1.4	-7.5	-0.7	-5.6	-6.0	COC(=O)c1ccc(NC(=O)CCC(=O)c2ccc(F)cc2)cc1
-1.8	0.7	-8.1	-6.7	11.0	0.7	0.6	0.4	1.3	6.7	CC(C)C[C@H](NC(=O)N1CC(=O)Nc2ccccc21)C(=O)N[C@@H](Cc1ccccc1)C(=O)O
-0.2	-0.6	-10.8	8.3	-21.1	-3.8	5.5	0.0	-3.1	8.5	COc1cc(NC(=O)[C@@H]2CCCN(S(=O)(=O)c3cccc4cccnc34)C2)cc(OC)c1OC
-1.1	-0.1	-8.2	2.3	3.5	0.3	4.7	-2.0	-2.2	3.9	C=CCN(C(=O)c1ccccc1)C1CCS(=O)(=O)C1 (centres undefined)
0.2	0.7	-11.4	2.7	3.8	-3.3	9.5	-0.9	-2.7	5.1	CC1=CCC2([N+](=O)[O-])CN(CC(=O)O)CC1([N+](=O)[O-])C2 (centres undefined)
-2.8	-0.1	-8.6	3.8	18.5	0.0	-0.4	0.1	0.0	-5.6	C[n+]1cccc(O)c1SCc1ccccc1
-11.9	0.2	-3.4	-0.9	-13.0	0.8	-6.1	-1.7	-5.1	-4.6	O=C(CSc1nc2ccccc2o1)Nc1cc(C(F)(F)F)ccc1N1CCOCC1
-1.0	2.0	3.4	-7.1	nt	-0.5	8.1	-0.4	-4.6	-4.3	Cc1ccc(C2=Nc3ccccc3N=C(c3ccco3)C2)c(O)c1
-0.9	1.6	-6.5	-6.2	-45.3	-6.6	-1.4	nt	-2.5	-3.6	COc1ccccc1N1CCN(C(=O)CCC(=O)N2CCN(c3ccc(F)cc3)CC2)CC1
-15.8	0.3	-1.5	-3.1	18.1	nt	-2.1	-0.4	2.5	12.8	Cc1ccccc1OCc1nc(-c2ccc(Br)o2)no1
-17.3	0.9	-0.2	-7.3	8.1	4.9	-2.0	-4.5	-6.4	-2.6	COc1ccc(CSc2nnc(Cc3sc(-c4ccccc4)nc3-c3ccccc3)o2)cc1
